# Phagocytosis inh: inhibitors of macrophage phagocytosis; J774A.1 macrophage IgG-bead phagocytosis, imaging; inhibition, % at 5 µM; actives 0.07% (n = 110,000);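 active = inhibition above the mean of the plate negative controls plus 5 SD, cut at about 13% in these data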;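 note: phagocytic index as fraction of beads internalized from green versus red external bead signal; plate controls were DMSO negative control for no effect and cytochalasin-D positive control for full effect; some results beyond the cut were filed as inactive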
# HCT116 PTEN-null: suppresses growth of cells with PTEN deletion; viability, % at 10 µM; actives 1.2% (n = 140,000); HCT116 PTEN-null viability, CellTiter-Glo, 60 h; active compounds read low;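 active = viability at or below a set limit, 4 SD under the median of all tested compounds, cut at about 3.7% in these data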;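 note: PTEN knockout HCT116 line with beta catenin targeted HCT116 as companion control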
# MRP1 act: MRP-1 activation. actives 0.61% (n = 140,000). viability increase, % at 10 µM. H69AR cells + doxorubicin, viability rescue, CellTiter-Glo;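 active = viability gain under doxorubicin at or above a set limit, the compound median plus 3 SD, cut at about 4.7% in these data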;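 note: MRP-1 overexpressing cells given doxorubicin 25 µM after compound pretreatment; 18-22 h compound pretreatment then 72 h with doxorubicin before readout; 0% = doxorubicin-only wells and 100% = vehicle-treated cells without doxorubicin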
# E-sel TNF inh: blocks E-selectin expression induced by TNF alpha. HUVEC TNFa-induced E-selectin immunofluorescence, high content. inhibition, % at 2 µM. actives 0.71% (n = 120,000);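 active = inhibition above the batch mean plus 3 SD, and confirmed as a hit on visual image review, cut at about 43% in these data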;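 note: 0% = TNF-stimulated DMSO wells and 100% = unstimulated control wells; not every result past the cut was called active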
# Yeast growth inh: chemicals that inhibit yeast BB579 growth in restrictive medium (lifespan-shortening candidates); S. cerevisiae BB579 growth, OD615, 48 h; actives 0.51% (n = 140,000); inhibition, % at 10 µM;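 active = inhibition above a set limit, 3 SD over the mean compound inhibition, cut at about 44% in these data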; note: inactives centre near -24
#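 Material: Saccharomyces cerevisiae DeaD strain BB579, replicative lifespan model yeast; buffer or medium: CSMM-D restrictive synthetic medium containing dextrose (glucose); compound: 10 µM single dose, DMSO 0.25%; timing: 48 h compound exposure at 30 °C after 4 h preincubation; signal: turbidity as optical density at 615 nm; benchmarks: positive control amphotericin B 10 µg/mL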
# GALR2 blocker: antagonists of human galanin receptor 2 (GALR2). AID 828. inhibition, % at 4 µM. GALR2-expressing cells, antagonist mode. O43603. actives 0.39% (n = 140,000); in the data active = inhibition above about 27%;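 note: cells stimulated with galanin 1-16 at roughly its EC80; 0% = agonist challenge control and 100% = basal control without agonist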
# Target sequence (O43603 whole entry, looked up): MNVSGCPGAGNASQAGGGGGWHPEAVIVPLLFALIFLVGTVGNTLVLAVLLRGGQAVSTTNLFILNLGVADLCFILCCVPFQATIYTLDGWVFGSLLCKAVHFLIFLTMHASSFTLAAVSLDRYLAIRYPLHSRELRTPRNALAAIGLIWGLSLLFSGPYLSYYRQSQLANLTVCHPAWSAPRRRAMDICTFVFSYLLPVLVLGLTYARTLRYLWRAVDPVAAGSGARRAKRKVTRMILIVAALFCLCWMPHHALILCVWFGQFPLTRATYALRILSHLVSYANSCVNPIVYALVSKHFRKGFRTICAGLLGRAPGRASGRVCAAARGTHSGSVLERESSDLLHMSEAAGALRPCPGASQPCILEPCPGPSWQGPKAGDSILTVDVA
# Measles CPE: protection of cells from measles virus; protection (pct of control), % at 4 µM; AID 841; actives 1.5% (n = 140,000); Measles virus-infected cells, CPE protection, absorbance; in the data active = protection mostly above about 24%, no sharp cut-off; inactive = mostly below about 26%; note: some compounds called inactive have numbers as strong as hits
# NPY Y2 blocker: NPY-Y2 (human) receptor antagonism; NPY-Y2 expressing cells, antagonist mode; inhibition, % at 2.7 µM; P49146; actives 0.99% (n = 140,000); in the data active = inhibition above about 17%;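 note: 0% = vehicle with agonist challenge and 100% = reference antagonist with challenge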
# Target sequence (P49146 whole entry, looked up): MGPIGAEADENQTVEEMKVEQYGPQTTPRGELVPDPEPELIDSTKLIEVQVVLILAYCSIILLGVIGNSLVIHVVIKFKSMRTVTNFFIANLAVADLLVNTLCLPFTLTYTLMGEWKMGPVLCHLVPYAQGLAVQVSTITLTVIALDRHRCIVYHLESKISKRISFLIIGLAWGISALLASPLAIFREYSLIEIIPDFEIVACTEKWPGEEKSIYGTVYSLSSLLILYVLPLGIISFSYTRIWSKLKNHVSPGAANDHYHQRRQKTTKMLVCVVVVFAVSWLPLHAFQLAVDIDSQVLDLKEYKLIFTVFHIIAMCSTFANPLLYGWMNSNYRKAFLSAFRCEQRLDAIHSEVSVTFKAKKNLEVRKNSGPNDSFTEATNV
# HCT116 bCat-KO: beta-catenin-lacking colon tumor cell growth suppression; HCT116 beta-catenin knockout viability, CellTiter-Glo, 60 h; active compounds read low; viability, % at 10 µM; actives 1.5% (n = 140,000);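 active = viability at or under a set limit, the compound median less 4 SD, cut at about 6% in these data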;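 note: 0% = Hyamine 1622 control at 20 µM and 100% = untreated cell control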
# Yeast life ext: extends the lifespan of yeast; inhibition of the nicotinamide effect, % at 10 µM; S. cerevisiae growth with nicotinamide, OD615; deaD strain in restrictive glucose medium; actives 0.68% (n = 130,000); AID 775;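 active = inhibition above a set limit, placed 3 SD over the median of all compounds, cut at about 26% in these data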;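 note: 0% = nicotinamide-treated wells and 100% = cells grown without nicotinamide; some compounds called inactive have numbers as strong as hits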
#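 System: Modified budding yeast, DeaD strain | Buffer or medium: Restrictive glucose medium | Also added: 1.5 mM nicotinamide | Doses: 10 µM single point, 0.25% DMSO | Schedule: 48 h compound exposure at 30 °C, humidified | Detection: Absorbance at 615 nm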
# Numbers without * were called inactive; · = no result given.
no.	smiles	Phagocytosis inh	HCT116 PTEN-null	MRP1 act	E-sel TNF inh	Yeast growth inh	GALR2 blocker	Measles CPE	NPY Y2 blocker	HCT116 bCat-KO	Yeast life ext
1	CC(=O)OCCN(Cc1ccccc1)Cc1ccc2c(c1)OCO2	0	93	-1.9	-9	-41	-10	3	1	106	-11
2	Cc1ccccc1-c1coc2cc(O)ccc2c1=O	-1	98	-1.4	-25	-30	5	7	1	101	-6
3	COc1ccc(/C=C/C(=O)Nc2sc(Cc3ccccc3)c(C)c2C(N)=O)cc1	-4	96	-1.4	24	-27	4	6	2	94	-1
4	COCn1c(=O)c2c(nc(SC3=NCCS3)n2Cc2ccccc2C)n(COC)c1=O	·	83	-2.6	-31	-50	4	13	0	82	0
5	O=C(O)CSc1c(-c2cccs2)[nH]c2ccccc12	-4	95	-3.3	·	-16	-12	40*	2	94	2
6	CCCCOc1ccc(N2C(=O)CC(NCCc3ccc(S(N)(=O)=O)cc3)C2=O)cc1 (stereo not given)	0	114	-2.8	10	-6	-3	17	2	100	-9
7	O=C1Cn2c(nc3ccccc32)-c2ccccc2N1	-4	83	-2.8	·	-28	9	5	7	80	-6
8	CCC(CC)c1nnc(NC(=O)c2cc(C(=O)OC)cc([N+](=O)[O-])c2)s1	-10	91	1.0	-4	-9	-6	4	2	89	3
9	CCCNC(=S)N1CCC(C(=O)c2ccc(OC)cc2)CC1	·	85	-1.2	·	-41	2	22	-1	94	-4
10	COc1ccc(N(C)S(=O)(=O)c2cccc(C(=O)Nc3ccc(-n4cnnn4)cc3)c2)cc1	-1	105	-0.9	·	-67	8	20	-3	81	-8
11	CCN(C(=O)Cc1ccc(Br)cc1)C1CCCCC1	-2	88	-2.4	-14	-38	-11	4	1	91	4
12	CC(C)CNC(=O)c1cc2nc3c(c(C(F)(F)F)n2n1)CCc1ccccc1-3	-1	98	2.2	-14	-77	-13	21	4	112	-7
13	CCOc1ccc(C(=O)Nc2ccc(C(F)(F)F)n(C)c2=O)cc1	-1	92	1.5	-5	-23	-5	12	2	103	-6
14	O=[N+]([O-])c1ccc([C@H](O)[C@H](CO)N=Cc2ccccc2O)cc1	-1	99	-2.6	13	-30	-12	4	5	88	-7
15	N#C/C(=C/c1ccc(C(=O)O)cc1)C(=O)NCc1ccccc1	-1	96	-1.6	-16	-18	13	4	1	90	-2
16	Cc1ccccc1Cn1c(=O)n(CCCC(=O)NCc2ccco2)c(=O)c2ccccc21	·	88	-2.5	-55	-24	21	3	7	95	-7
17	COC(=O)C1=C(C)N(C)C(=O)/C1=C\c1ccco1	7	79	-3.2	-3	-3	9	22	1	84	-9
18	Cc1onc(-c2ccccc2Cl)c1C(=O)NCc1cccs1	·	94	-2.5	-11	-32	5	3	2	96	3
19	O=S(=O)(Cc1ccc(Cl)cc1)Nc1ccc2c(c1)OCO2	0	92	-1.6	-26	-35	5	15	3	93	-2
20	CCc1nc(SCc2ccc(C(=O)OC)o2)c2c(=O)n(C)c(=O)n(C)c2n1	·	71	-1.5	-2	-42	-14	7	2	91	-7
21	CCC(CC)NC(=O)C1CCN(S(=O)(=O)c2cccs2)CC1	1	96	0.6	-6	-6	8	12	0	100	-12
22	CCN(CC)c1ccc(CC(=O)NC(C)Cc2ccccc2)cc1 (stereo not given)	·	100	-1.7	-38	-29	-4	38	4	96	-3
23	O=C(NN1C(=O)C2C3CCC(O3)C2C1=O)c1ccc(Cl)cc1 (stereo not given)	-6	88	-1.4	·	-13	10	16	-1	85	1
24	O=C(NCc1ccc(Cl)cc1)c1cc2ccccn2n1	·	93	0.7	-8	1	-2	15	4	96	-10
25	Cc1occc1-c1nnc(SCC(=O)NCCc2ccccc2)n1Cc1ccccc1	-4	76	-1.4	12	-39	5	30	11	85	-4
26	CC(NC(=O)C1CC2CCCC(C1)C2=O)c1ccccc1 (stereo not given)	-1	97	-0.3	11	-27	-12	1	0	90	3
27	Cc1ccc(Nc2nc(NCC3CCCO3)nc(N)c2[N+](=O)[O-])cc1C (stereo not given)	-4	81	-2.2	·	-13	-4	16	0	89	0
28	CN1CCN(CC(=O)N2N=C(c3cccs3)CC2c2ccco2)CC1 (stereo not given)	-2	108	-0.6	·	-35	4	11	3	94	5
29	C=CCSc1ncccc1C(=O)NCc1ccc(C)cc1	0	82	-0.2	-16	-39	-2	4	3	88	-4
30	Cc1cc(C)n2c(SCc3ccccc3Cl)nnc2n1	1	81	-1.1	13	-30	-2	2	4	84	-13
31	Cc1ccc(NC(=O)c2cc(C)n(-c3ccccc3)c2C)cc1	4	47	-2.4	·	-26	-7	12	5	51	-4
32	C=C(C)COc1ccc(-c2[nH]ncc2-c2ccccc2OC)c(O)c1	0	44	-6.0	·	90*	9	8	-3	53	-11
33	COc1ccc(NC(=O)c2ccccc2[N+](=O)[O-])cc1	·	81	0.3	·	-26	-6	10	2	92	-5
34	NC(=O)c1ccc(C(F)(F)F)n(Cc2ccccc2Cl)c1=O	-1	79	-5.2	11	-27	-12	13	9	78	-5
35	CCc1nnc(NC(=O)CN2CCN(c3cccc(OC)c3)CC2)s1	·	94	-2.6	4	-41	1	26	7	100	·
36	COC(=O)c1nnn(-c2nonc2N)c1CSc1ccccn1	-1	93	-0.2	-31	-3	0	6	3	100	-5
37	CCCC(NC(=O)c1ccco1)c1nc2ccccc2[nH]1 (stereo not given)	-2	105	-1.5	-7	-1	1	8	3	101	8
38	O=C(c1coc2ccccc2c1=O)N1CCN(c2cccc(C(F)(F)F)c2)CC1	·	95	-2.9	-27	-37	-2	9	4	96	-3
39	CCN(CC)C1=N/C(=C\c2ccc(OC)cc2)C(=O)N1c1ccccc1	-6	77	-0.6	·	-55	-4	69*	-1	73	1
40	O=C(Cc1ccc(Cl)cc1)NNC(=O)Nc1cccc2ccccc12	·	63	-2.3	-9	-36	-3	21	4	83	-2
41	CC(C)(C)C(=O)Nc1ccc(C(=O)NCc2cccnc2)cc1	-1	105	-1.3	-2	-25	-18	17	2	88	-3
42	O=C(Nc1ccc(NC(=O)C2CC2)nc1)c1cccs1	-1	102	-2.9	-1	-40	3	57*	1	110	-13
43	CN=C(Nc1cc(C)nn1-c1ccccc1)c1ccccc1	0	98	-3.5	7	-13	1	4	2	106	-7
44	C=CCNc1cc(C)oc(=O)c1C(=O)CCC	0	108	-0.3	-3	-11	2	3	1	100	-7
45	O=C(CSc1nc(-c2ccccc2Cl)ns1)NCc1ccco1	·	93	-3.4	2	-25	3	4	5	95	-20
46	COc1cc(NC(=O)CCc2c(C)nc3nc(C)nn3c2C)cc(OC)c1	0	94	-2.1	·	-8	2	2	-3	84	-5
47	Cc1cc(C)cc(OCC(=O)N/N=C\c2cn(C)nc2C)c1	0	97	-1.7	7	5	1	7	2	84	-5
48	CCOC(=O)C1CCCN(c2c(Nc3ccc(OCC)cc3)c(=O)c2=O)C1 (stereo not given)	0	91	-1.8	14	14	-7	9	1	97	-3
49	Cc1cc(C(F)F)n2nc(C(=O)O)nc2n1	-1	103	0.9	·	-28	3	2	2	101	1
50	COc1ccc(NC(=O)CSc2ccc3ccccc3c2)cc1S(=O)(=O)N1CCCCC1	-1	22	-0.1	·	-15	-2	2	2	17	3
51	Cc1nnc(SCCN2C(=O)c3ccccc3C2=O)[nH]c1=O	2	102	-1.4	11	-8	1	13	4	93	-5
52	Cc1ccc2cc(CN(Cc3ccco3)C(=O)NCc3ccccc3)c(=O)[nH]c2c1C	-1	75	-4.6	-16	-31	-13	9	5	59	-16
53	COc1ccc(CCNC(=O)CN(C)S(=O)(=O)c2ccc(Br)s2)cc1OC	-3	89	-2.4	-6	-32	-9	4	6	91	0
54	CC(C)c1ccc(NC(=O)COC(=O)CCC(=O)c2cccs2)cc1	-7	91	-1.1	-1	-28	-5	7	1	84	-6
55	COc1ccccc1-n1c(C)nc2cc(C(=O)NCc3ccc4c(c3)OCO4)ccc21	0	100	4.5	·	2	0	18	5	94	6
56	CCc1nn(CC(=O)NCCCN(Cc2ccccc2)C(C)C)c(=O)c2cc3sccc3n12	-2	93	-0.2	1	4	1	31	8	94	-12
57	O=C(Cn1ccc2ccccc2c1=O)Nc1ccc2c(c1)OCO2	0	95	-1.4	-9	-26	5	5	1	98	-4
58	C/C(N)=C(/C#N)C(=O)COC(=O)c1ccccc1O	·	93	-2.8	·	-22	10	4	1	95	1
59	C=CCN1C(=O)C(O)=C(C(C)=O)C1c1ccccc1F (stereo not given)	·	98	-1.0	3	-47	1	19	9	97	-3
60	CC(NC(=O)CN1CCCC1)C12CC3CC(CC(C3)C1)C2 (stereo not given)	·	107	-1.7	-21	-37	-2	3	3	98	-2

# Continued.
no.	smiles	Phagocytosis inh	HCT116 PTEN-null	MRP1 act	E-sel TNF inh	Yeast growth inh	GALR2 blocker	Measles CPE	NPY Y2 blocker	HCT116 bCat-KO	Yeast life ext
61	Cc1nn(C)c(Cl)c1NC(=O)OCc1ccc(Cl)cc1Cl	·	57	-2.3	-22	-42	4	3	6	43	-29
62	CC1CCC(N2CCN(c3ncccn3)CC2)CC1 (stereo not given)	-1	96	0.3	2	-39	8	5	3	96	-4
63	CN1C(=O)COc2ccc(C(=O)c3ccccc3C(=O)O)cc21	-3	96	-1.5	·	-32	6	2	1	101	1
64	CCCCNC(=O)CS(=O)Cc1nc(-c2ccc(C)cc2)oc1C (stereo not given)	0	80	-1.6	-15	-8	1	6	0	89	-4
65	C#CCOCCOCCOCCNc1nc(N2CCN(C(=O)[C@H](C(C)C)n3cc(CCO)nn3)CC2)nc(N2CCN(C(=O)[C@H]([C@@H](C)CC)n3cc(CCCCN)nn3)CC2)n1	·	102	-0.8	-15	-31	-7	9	3	102	-4
66	COC(=O)c1[nH]c2cccc(OC)c2c1NC(=O)CN1CCC(C(N)=O)(N2CCCCC2)CC1	0	116	-0.3	-1	12	-5	7	-1	93	-14
67	CC(C)[C@H](NS(=O)(=O)c1ccc2c(c1)OCCO2)C(=O)OCC(=O)Nc1cccc(Cl)c1Cl	-7	95	-0.3	-25	-39	-8	7	0	88	0
68	COc1ccccc1/C=C/C=N/NC(=O)CCC1C(=O)NN=C1C (stereo not given)	-6	103	-3.0	·	-22	-1	2	1	91	-6
69	CCOCCCNC(=O)C(NC(=O)CNC(C)=O)c1ccc(C)cc1 (stereo not given)	·	110	0.2	8	-79	-8	4	1	100	-2
70	O=C(N/N=C/c1ccc(-c2ccccc2[N+](=O)[O-])o1)c1cccnc1	0	78	-3.5	47	16	15	10	0	84	-16
71	COc1cccc(NC(=O)NC2CCN(Cc3nnnn3Cc3ccc(F)cc3)CC2)c1	-2	95	-0.6	13	-55	9	9	1	84	-5
72	CSc1ccccc1N=CC1=C(O)CC(C)(C)CC1=O	·	94	-1.0	-11	-34	36*	18	3	91	6

# Compound activity deposited in PubChem BioAssay by several laboratories.

# The order is random; about 6.2% have a hit in one of these screens.
